Screening data deposited in PubChem by several laboratories.
MrgX1 allo act – allosterically activates human MrgX1 receptor signaling; Q96LB2; MrgX1-HEK293, Fluo-4 calcium flux, FDSS; hits give high values; B-score at 10 µM; 310,000 tested, 0.63% active;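 active = plate-corrected calcium response at least 3 library SD above typical, normal starting fluorescence, not activating the receptor alone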;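 also: compound read alongside a low EC10 to EC30 dose of BAM8-22 agonist; peak minus trough fluorescence over baseline measured at the second addition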
TRPC4 block – blocks the mouse TRPC4 cation channel; Q9QUQ5; HEK293 TRPC4beta/mu-opioid, DAMGO-evoked Fluo4 calcium flux; hits give low values; B-score at 10 µM; 300,000 tested, 0.39% active; AID 2247;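 active = B-score over 3 SD under the library average, no early fluorescence shift, positive overall ratio signal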
Target sequence (Q9QUQ5 whole entry, looked up): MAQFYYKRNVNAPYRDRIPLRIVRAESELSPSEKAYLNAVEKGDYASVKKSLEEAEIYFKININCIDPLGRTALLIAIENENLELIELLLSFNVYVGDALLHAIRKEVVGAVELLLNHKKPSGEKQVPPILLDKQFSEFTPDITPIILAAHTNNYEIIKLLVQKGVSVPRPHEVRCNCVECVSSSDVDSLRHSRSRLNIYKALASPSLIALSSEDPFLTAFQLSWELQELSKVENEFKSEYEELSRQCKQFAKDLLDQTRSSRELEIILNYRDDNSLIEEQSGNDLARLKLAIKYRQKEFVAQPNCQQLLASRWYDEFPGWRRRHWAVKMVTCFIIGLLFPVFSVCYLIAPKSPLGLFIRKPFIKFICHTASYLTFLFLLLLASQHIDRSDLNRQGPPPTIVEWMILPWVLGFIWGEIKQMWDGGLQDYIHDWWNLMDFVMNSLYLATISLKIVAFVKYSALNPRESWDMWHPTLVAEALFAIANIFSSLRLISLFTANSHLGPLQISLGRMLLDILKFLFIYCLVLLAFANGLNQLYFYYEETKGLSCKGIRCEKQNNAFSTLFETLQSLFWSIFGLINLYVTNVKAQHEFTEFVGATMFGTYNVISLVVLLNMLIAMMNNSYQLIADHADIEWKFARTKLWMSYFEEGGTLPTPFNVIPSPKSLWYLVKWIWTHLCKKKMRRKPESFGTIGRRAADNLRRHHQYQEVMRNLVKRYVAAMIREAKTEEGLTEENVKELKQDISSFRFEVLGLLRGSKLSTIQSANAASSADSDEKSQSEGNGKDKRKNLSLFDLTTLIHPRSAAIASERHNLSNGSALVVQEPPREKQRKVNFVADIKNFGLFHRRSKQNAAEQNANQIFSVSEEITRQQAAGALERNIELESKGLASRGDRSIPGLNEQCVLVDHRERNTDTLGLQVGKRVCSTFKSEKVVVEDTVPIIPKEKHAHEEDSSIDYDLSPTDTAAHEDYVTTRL
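Signal: kinetic Fluo4 fluorescence imaging of calcium influx. Material: stable TRPC4beta/mu-opioid receptor HEK293 cells. Probe or stimulus: DAMGO in two steps, submaximal then maximal.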
MrgX1 agonist – human MrgX1 receptor agonism, primary screen; MrgX1-HEK293 cells, Fluo-4 calcium fluorescence, agonist mode; hits give high values; AID 588627; B-score at 10 µM; 310,000 tested, 0.44% active; Q96LB2;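 active = calcium response B-score plate-corrected fluorescence ratio at least 3 library SD, with starting fluorescence B-score inside 5 SD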
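Material: HEK293 cells stably expressing human MrgX1 receptor | Quantity: 15,000 cells per well | Times: Cells plated overnight, dye loaded 0.5 h 37 °C, 0.5 h room temperature | Measured by: Kinetic Fluo-4 NW fluorescence of intracellular calcium | Control set: Positive and negative controls per plate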
TRPC6 inhibitor – mouse TRPC6 channel inhibition; Q61143; HEK293-TRPC6, membrane potential dye, ACh-evoked depolarization; hits give low values; B-score at 10 µM; 310,000 tested, 1.1% active;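 active = B-score under library mean minus 3 SD, initial fluorescence not abnormally high, positive integrated signal ratio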;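 also: B-score derived from integrated fluorescence ratio over the kinetic read; more negative B-score means stronger inhibition of depolarization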
ANO1 block – blocks the mouse calcium-activated chloride channel TMEM16A; Q8BHY3; HEK293 TMEM16A/YFP iodide influx fluorescence, ionomycin; normalized B-score (activity score, 25-100; higher = stronger inhibition) at 10 µM; 310,000 tested, 1.2% active; AID 588511;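 active = ratio plate-corrected score three or more library SD toward inhibition, starting fluorescence score within five deviations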;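 also: score derived from kinetic fluorescence span divided by baseline fluorescence per well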
SKKanGAS inh – inhibitors of SKKanGAS S. pyogenes growth in kanamycin (SK-promoter or general growth effect) | AID 1662 | BacTiter-Glo, 6 h | inhibition, % at 7.5 µM | 300,000 tested, 1.3% active;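 active = mean replicate score, as percent of positive control median, at least 50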;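 also: strain carries kanamycin resistance gene driven by streptokinase promoter and grows in 40 µg/ml kanamycin; loss of luminescence reflects streptokinase promoter inhibition or plain growth inhibition; 0% = median of DMSO wells and 100% = positive control at its reference dose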
TRPC6 activator – mouse TRPC6 channel activation | HEK293-TRPC6 membrane potential dye fluorescence; hits give high values | AID 2550 | 310,000 tested, 0.13% active | B-score at 10 µM | Q61143;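 active = B-score of the integrated fluorescence ratio above library mean plus 3 SD, and starting fluorescence ratio within library mean plus 5 SD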;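 also: higher score means more depolarization so channel activation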
ANO1 activ – activates or potentiates the mouse TMEM16A chloride channel; Q8BHY3; HEK293 TMEM16A/YFP-H148Q/I152L, iodide quench fluorescence; hits give low values; B-score at 10 µM; 340,000 tested, 0.3% active;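 active = fluorescence-ratio B-score plate-corrected deviation score at least 3 library SD below zero, with starting fluorescence score within 5 deviations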;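 also: channel opened by trigger with iodide after compound preincubation; score built on the fluorescence ratio of max minus min over baseline; more negative score means more quench and so TMEM16A activation or potentiation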
TRPC4 agonist – opens the mouse TRPC4 cation channel; B-score at 10 µM; Q9QUQ5; AID 2237; HEK293 TRPC4beta/mu-opioid, Fluo4 calcium fluorescence; hits give high values; 310,000 tested, 0.49% active;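 active = B-score above 5 SD of library B-scores, and initial fluorescence ratio not above library mean plus 5 SD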;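 also: positive B-score marks a calcium rise read as TRPC4 activation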
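Technique: kinetic Fluo4 calcium fluorescence; Test system: TRPC4beta and mu-opioid receptor HEK293 stable cells; Measure: B-scored integrated calcium fluorescence ratio; Benchmarks: low control buffer alone, high control maximal DAMGO; Schedule: 45 min room-temperature Fluo4 loading, 110 s read.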
TRPC4 potent – allosteric potentiators of mouse TRPC4 channel | AID 2227 | B-score at 10 µM | Q9QUQ5 | 310,000 tested, 0.42% active | HEK293 TRPC4beta/mu-opioid, DAMGO EC20, Fluo-4 Ca2+ flux; hits give high values;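 active = B-score of calcium response area above 5 SD of library B-scores, with initial fluorescence ratio within 5 SD of library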;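 also: B-score of integrated fluorescence ratio over time as area under calcium response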
MrgX1 antagonist – antagonists of human MrgX1 receptor | B-score at 10 µM | AID 588676 | MRGX1-HEK293 calcium flux, Fluo-4, BAM8-22 antagonism; hits give low values | Q96LB2 | 310,000 tested, 1.3% active;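 active = calcium-response B-score plate-corrected more than 3 library SD below zero, starting fluorescence within 5 deviations, no agonist response on first addition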;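 also: peak minus trough fluorescence over baseline after final BAM8-22 challenge near maximal dose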
* = called active by the depositor; i = inactive; · = no result given.

SMILES	TRPC6 activator	TRPC4 agonist	ANO1 activ	ANO1 block	MrgX1 antagonist	TRPC4 block	MrgX1 agonist	SKKanGAS inh	TRPC4 potent	MrgX1 allo act	TRPC6 inhibitor
COc1ccc2c(c1OC)c(=O)n1c3ccc(OC(C)C(=O)NCCN4CCOCC4)cc3c3ccnc2c31 (configuration not stated)	i	i	i	i	i	i	i	13	i	i	i
Cc1ccc(C)c(S(=O)(=O)N2CCCOC2CNC(=O)C(=O)NCCN2CCOCC2)c1 (configuration not stated)	i	i	i	i	i	i	i	-8	i	i	i
O=C(NNC(=O)c1cccc(S(=O)(=O)N2CCc3ccccc32)c1)c1ccccc1	i	i	i	·	·	i	·	4	i	·	i
O=S(=O)(c1ccccc1)N1CCCN(S(=O)(=O)c2ccccc2)CC1	i	i	i	i	i	i	i	0	i	i	i
CCOc1cccc(-c2c(C(=O)N/N=C/c3ccc(C)s3)nnn2-c2nonc2N)c1	i	i	i	i	i	i	i	8	i	i	i
COc1ccccc1-c1noc(-c2ccccc2C(=O)NCC2CCCO2)n1 (configuration not stated)	i	i	i	i	i	i	i	-3	i	i	i
O=C(Nc1ccc(-n2nncc2-c2ccco2)cc1)c1cc2ccccc2oc1=O	i	i	i	i	i	i	i	2	i	i	i
O=c1c(Cl)cc(Cl)nn1-c1ccccc1	i	i	i	i	i	i	i	0	i	i	i
Cc1ccc(S(=O)(=O)Cn2nnnc2CN(Cc2ccco2)CC2CCCO2)cc1 (configuration not stated)	i	i	i	i	i	i	i	-17	i	i	i
C/C(=N\NC(=O)CC(C)C)c1c(C(F)(F)F)[nH]n(-c2nc3ccccc3s2)c1=O	i	i	i	i	i	i	i	2	i	i	i
Cc1ccc(CNC(=O)CCn2cc(-c3ccc(F)cc3)nc2-c2ccncc2)cc1	·	·	i	i	i	·	i	·	·	i	·
CC(=O)N(C)c1ccc(N=C2C(=O)Nc3ccccc32)cc1	i	i	i	i	i	i	i	-1	i	i	i
CCCOC(=O)CC1C(=O)NCCN1Cc1cc(OC)cc(OC)c1 (configuration not stated)	i	i	i	i	i	i	i	4	i	i	i
O=C(Cn1nnc(-c2ccccc2)n1)OCc1csc(-c2ccccc2)n1	i	i	i	i	i	i	i	-5	i	i	i
COCCOC1CCN(C(=O)c2ccc(OC)c(OC3CCN(C(C)C)CC3)c2)CC1	i	i	i	i	i	i	i	-2	i	i	i
Cc1ccc(S(=O)(=O)N/N=C(\c2ccccc2)C2CC2)cc1	i	i	i	i	i	i	i	4	i	i	i
O=C1NCC(COc2ccc([N+](=O)[O-])cc2)O1 (configuration not stated)	i	i	i	i	i	i	i	1	i	i	i
CCOc1ccc(CC(=O)N/N=C/c2cccnc2)cc1	i	i	i	i	i	i	i	0	i	i	i
CCOc1ccc(OCC)c(NC(=O)C2C3C=CC(O3)C2C(=O)NCc2ccco2)c1 (configuration not stated)	i	i	i	i	i	i	i	-3	i	i	i
CCCOc1ccc(C(=O)NNC(=S)NC(=O)c2cc(-c3ccc(Cl)cc3)nc3ccccc23)cc1	i	i	i	i	i	i	i	99*	i	i	i

Further entries follow:
SMILES	TRPC6 activator	TRPC4 agonist	ANO1 activ	ANO1 block	MrgX1 antagonist	TRPC4 block	MrgX1 agonist	SKKanGAS inh	TRPC4 potent	MrgX1 allo act	TRPC6 inhibitor
Cc1c(NC(=O)c2noc(C(C)C)c2[N+](=O)[O-])c(=O)n(-c2ccccc2)n1C	i	i	i	i	i	i	i	0	i	i	i
FC(F)(F)c1cccc(N2Cc3ccccc3C2)c1	i	i	i	i	i	·	i	-5	i	i	i
Cc1ccc(C(=O)Cn2nc(C)c([N+](=O)[O-])c2C)c(C)c1	i	i	i	i	i	i	i	5	i	i	i
Cc1nc2sc(C(c3cccs3)N3CCN(c4cccc(Cl)c4)CC3)c(O)n2n1 (configuration not stated)	i	i	i	i	i	i	i	3	i	i	i
COCCCNC(=O)Cn1nc(-c2ccc(C)cc2)ccc1=O	i	i	i	i	i	i	i	4	i	i	i
Cc1cc(C)c2[nH]c(=O)c(C(c3nnnn3Cc3ccc4c(c3)OCO4)N3CCCC3)cc2c1 (configuration not stated)	i	i	i	i	i	i	i	4	i	i	i
CC(CC(=O)Nc1ccc2c(c1)OCO2)c1ccccc1 (configuration not stated)	i	i	i	i	i	i	i	3	i	i	i
CN1CCCC(OC(=O)CCCCC(=O)OC2CCCN(C)C2)C1 (configuration not stated)	i	i	i	i	i	i	i	-5	i	i	i
Cc1ccc(NCC(=O)Nc2cccc(S(=O)(=O)N(C)C)c2)cc1S(=O)(=O)N1CCCCCC1	i	i	i	i	i	i	i	1	i	i	i
CCOC(=O)N1CCN(c2c(N3CCC(N4CCCCC4)CC3)c(=O)c2=O)CC1	i	i	i	i	i	i	i	3	i	i	i
O=C(CCC(=O)N(c1cccc(F)c1)C(C(=O)NC1CCCC1)c1ccncc1)Nc1cccnc1 (configuration not stated)	i	i	i	i	i	i	i	-1	i	i	i
O=C(COc1ccccc1F)N1CCN(S(=O)(=O)/C=C/c2ccccc2)CC1	i	i	i	i	i	i	i	-3	i	i	i
O=C(NCc1ccc(Cl)cc1)c1cccnc1	i	i	i	i	i	i	i	-1	i	i	i
CC1(C)CC(=O)C=C(Nc2cccc(F)c2)C1	i	i	i	i	i	i	i	6	i	i	i
Cc1onc(-c2ccccc2)c1C(=O)N1CCN(Cc2ccc3c(c2)OCO3)CC1	i	i	i	i	i	i	i	-10	i	i	i
CCc1nnc(NC(=O)CCC(=O)N2CCN(Cc3cc(F)ccc3OC)CC2)s1	i	i	i	i	i	i	i	-5	i	i	i
Cc1ccccc1-n1nc2c(c1NC(=O)COc1ccc(Cl)cc1)CS(=O)C2 (configuration not stated)	i	i	i	i	i	i	i	-6	i	i	i
O=C(O)c1cc([N+](=O)[O-])ccc1N1CCC(Cc2ccccc2)CC1	i	i	i	i	i	i	40*	5	i	i	i
CC(C)CCn1cnc2c1c(=O)n(CC(=O)NC(N)=O)c(=O)n2Cc1ccccc1	i	i	i	i	i	i	i	2	i	i	i
Cc1ccc(C)c(NC(=O)C(Sc2nc3ccc(C)cc3[nH]2)c2ccccc2)c1 (configuration not stated)	i	i	i	i	i	i	i	7	i	i	i

Some of the entries so far, field by field:
mol: CC1(C)CC(=O)C=C(Nc2cccc(F)c2)C1
  TRPC6 activator: i | TRPC4 agonist: i | ANO1 activ: i | ANO1 block: i | MrgX1 antagonist: i | TRPC4 block: i | MrgX1 agonist: i | SKKanGAS inh: 6 | TRPC4 potent: i | MrgX1 allo act: i | TRPC6 inhibitor: i

mol: Cc1onc(-c2ccccc2)c1C(=O)N1CCN(Cc2ccc3c(c2)OCO3)CC1
  TRPC6 activator: i | TRPC4 agonist: i | ANO1 activ: i | ANO1 block: i | MrgX1 antagonist: i | TRPC4 block: i | MrgX1 agonist: i | SKKanGAS inh: -10 | TRPC4 potent: i | MrgX1 allo act: i | TRPC6 inhibitor: i

Continuation:
SMILES	TRPC6 activator	TRPC4 agonist	ANO1 activ	ANO1 block	MrgX1 antagonist	TRPC4 block	MrgX1 agonist	SKKanGAS inh	TRPC4 potent	MrgX1 allo act	TRPC6 inhibitor
O=C1CCCC2=C1C(c1cccc(O)c1)C1=C(N2)c2ccccc2C1=O (configuration not stated)	i	i	i	i	i	i	i	3	i	i	i
O=C(CC1(O)C(=O)Nc2ccccc21)c1ccccc1O (configuration not stated)	i	i	i	i	i	i	i	-2	i	i	i
C/C(CC(=O)Nc1ccc(C)c(Cl)c1)=N\NC(=O)Cc1cccs1	i	i	i	i	i	i	i	-15	i	i	i
CC(C)C[C@H](NC(=O)c1[nH]cnc1C(=O)N[C@@H](Cc1ccccc1)C(=O)OC(C)(C)C)C(=O)OC(C)(C)C	i	i	i	i	i	i	i	83*	i	i	i
COc1ccc(Nc2nc(N)c([N+](=O)[O-])c(N3CCOCC3)n2)cc1	i	i	i	i	i	i	i	4	i	i	i
COc1ccc(/C=C/C(=O)c2ccccc2)cc1Cn1nnc2ccccc21	i	i	i	i	i	i	i	-7	i	i	i
Cn1c(N)c(C(=O)Nc2ccccc2F)sc1=S	i	i	i	i	i	i	i	-3	i	i	i
NC(=O)NC(=O)CC1S/C(=N/N=C2/NC(=O)CS2)NC1=O (configuration not stated)	i	i	i	i	i	i	i	1	i	i	i
COc1ccc(Cl)cc1C(=O)Nc1ccc2c(c1)OCCO2	i	i	i	i	i	i	i	-3	i	i	i
COC(=O)c1ccc(NC(=O)CN(C2CCCCC2)S(C)(=O)=O)cc1	i	i	i	i	i	i	i	4	i	i	i
Cc1cc(=O)n2[nH]c(-c3ccccc3Cl)cc2n1	i	i	i	i	i	i	i	0	i	i	i
NC(=O)C1CCN(C(=O)NC(=O)c2ccccc2)CC1	i	i	i	i	i	i	i	-2	i	i	i
CCN(CC)CCCNC(=O)c1cc(Cl)c(NC(=O)C2=C(C)OCCS2)cc1OC	i	i	i	i	i	i	i	0	i	i	i
CCc1ccc(NC(=O)CSc2nc3ccccc3nc2N2CCCC2)cc1	i	i	i	i	i	i	i	7	i	i	i
CC(C)c1cc(C(F)(F)F)n2nc(C(=O)O)cc2n1	i	i	i	i	i	i	i	1	i	i	i
O=C(NCCC(=O)N1CCC2(CC1)NCCc1[nH]cnc12)c1ccc(F)c(F)c1	i	i	i	i	i	i	i	-7	i	i	i
CC(C)Sc1nc(N2CCOCC2)c2c(c1C#N)CC(C)(C)N(C)C2	i	i	i	i	i	i	i	-4	i	i	i
Cc1cccc2cc(COC(=O)c3cccnc3)c(=O)[nH]c12	i	i	i	i	i	i	i	-3	i	i	i
FC(F)(F)c1nnc2c(Sc3ccccc3)nc3ccc(Cl)cc3n12	i	i	i	i	i	i	i	-3	i	i	i
Nc1nnc(CCCCCc2nnc(N)s2)s1	i	i	i	i	i	i	i	-3	i	i	i
Cc1cc(C)c(C)c(C(=O)COC(=O)CNC(=O)CN2C(=O)c3ccccc3C2=O)c1C	i	i	i	i	i	i	i	2	i	i	i
CCOC(=O)c1c(NC(=O)CSc2nnc(-c3ccc(C)cc3)o2)sc(C(C)=O)c1C	·	·	i	i	i	·	i	·	·	i	·
Cc1ccc(C(=O)Nc2ccccc2C(=O)NC(CC(=O)O)C(=O)O)cc1 (configuration not stated)	i	i	i	i	i	i	i	14	i	i	i

An unsorted share of the library; any-hit rate near 6.7%.
